USP1-UAF1 inh: blocks the human USP1/UAF1 deubiquitinase complex | O94782 | recombinant USP1/UAF1, Ub-Rhodamine cleavage fluorescence | Potency, µM (doses to about 57.1 µM), inactives show at the top dose activity change, negative = inhibition, actives largely listed as inhibitors | actives 0.23% (n = 390,000) | AID 743255; note: potency is the fitted concentration of half-maximal effect; % is set by controls: 0 for no effect and ±100 for the full control effect; nearly all actives have a fitted effect of over 60% in size; inactives centre near -12
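1 nM enzyme complex + cpd, 15 min RT; start with Ub-Rho 150nM final; kinetic fluorescence ex 480/em 540, 6 reads q60 s. Buffer 50mM HEPES pH 7.8, 0.5mM EDTA, 0.1 mg/ml BSA, 1mM TCEP, 0.01% Tween-20.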
mIDH1 inhibitor: inhibitors of human mutant IDH1 R132H. O75874. IDH1-R132H enzyme, NADPH consumption, diaphorase/resazurin fluorescence. Potency, µM (highest dose often 76.6 µM), for the others: at the top dose activity change, negative = inhibition, hits mostly inhibitors. actives 0.093% (n = 390,000). AID 602179; note: potency is the fitted concentration of half-maximal effect; % is set by controls: 0 for no effect and ±100 for the full control effect; nearly all actives have a fitted effect of over 65% in size
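IDH1-R132H (0.5 ug/mL) preincubated 30 min with compound, then NADPH (0.016 mM) and alpha-KG (2 mM) added; 80 min at RT, pH 7.5. Remaining NADPH coupled via diaphorase/resazurin to fluorescence (540/590 nm); concentration-response curves normalized to no-enzyme control.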
RGS4 inhibitor: inhibitors of human regulator of G protein signaling 4 | Transcreener GDP fluorescence polarization, RGS4-accelerated GTP hydrolysis | P49798 | AID 504845 | Potency, µM (top dose mostly 114 µM), for the others: top-dose activity change, negative = inhibition, actives largely listed as inhibitors | actives 0.039% (n = 390,000); note: potency is the fitted concentration of half-maximal effect; % is set by controls: 0 for no effect and ±100 for the full control effect; nearly all actives have a fitted effect of over 75% in size; some results filed as inactive show a strong effect at the top dose
Target sequence (P49798 whole entry, looked up): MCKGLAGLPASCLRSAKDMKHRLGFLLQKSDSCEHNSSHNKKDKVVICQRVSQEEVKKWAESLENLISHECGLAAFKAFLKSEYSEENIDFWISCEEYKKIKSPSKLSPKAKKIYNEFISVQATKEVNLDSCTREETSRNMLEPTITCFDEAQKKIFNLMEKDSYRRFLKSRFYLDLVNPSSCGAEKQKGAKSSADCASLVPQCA
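MLSMR compounds (23 nl, pin-transferred) preincubated 10 min at room temperature with a 500nM (2x) first reagent, then RGS4 at 900nM (2x) plus Transcreener GDP mix added; fluorescence polarization (620/688 nm) read before and after 90 min at 30 °C.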
LDHA block: LDHA (human) enzyme inhibition | activity change, % (values are at about 110 or 230 µM) | P00338 | purified LDHA, NADH/diaphorase-resazurin fluorescence; stronger effect = lower value | actives 0.15% (n = 480,000) | AID 1347041; in the data active = activity change below about -30%; inconclusive = mostly about -25% to -30%;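 note: plate controls were DMSO wells for no effect and wells without enzyme for full effect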
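Resorufin fluorescence (ex540/em590), read at 0 and 20 min after diaphorase/resazurin addition, reports the NADH left after a 5 min room-temperature reaction of 2 nM human LDH5 with 0.06 mM NADH and 0.2 mM pyruvate.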
GRP78 ERSR act: inducers of ER stress response in human glioma cells. AID 602332. U87-MG GRP78 promoter luciferase reporter, 16 h. Potency, µM, for the others: at the top dose activation, hits mostly activators. actives 0.02% (n = 420,000); note: potency is the fitted concentration of half-maximal effect; series mostly up to about 76 µM; % of control where 0% means no effect; nearly all actives have a fitted effect of over 35% in size
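Stably transfected U87-MG human glioma cells carrying a GRP78-based luminescent sensor were seeded at 1000 cells/well, pin-dosed with compounds and incubated 16 h. Luciferase reagent was then added, and end-point luminescence was read after 10 min at room temperature.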
TrxR1 inh: blocks rat thioredoxin reductase 1; O89049; recombinant rTrxR1, NADPH fluorescence consumption, selenite substrate; Potency, µM (titrated, usually from 114 µM), inactives show top-dose activity change, negative = inhibition, actives largely listed as inhibitors; actives 1% (n = 390,000); AID 588453; note: potency is the fitted concentration of half-maximal effect; % is set by controls: 0 for no effect and ±100 for the full control effect; nearly all actives have a fitted effect of over 65% in size
Target sequence (O89049 whole entry, looked up): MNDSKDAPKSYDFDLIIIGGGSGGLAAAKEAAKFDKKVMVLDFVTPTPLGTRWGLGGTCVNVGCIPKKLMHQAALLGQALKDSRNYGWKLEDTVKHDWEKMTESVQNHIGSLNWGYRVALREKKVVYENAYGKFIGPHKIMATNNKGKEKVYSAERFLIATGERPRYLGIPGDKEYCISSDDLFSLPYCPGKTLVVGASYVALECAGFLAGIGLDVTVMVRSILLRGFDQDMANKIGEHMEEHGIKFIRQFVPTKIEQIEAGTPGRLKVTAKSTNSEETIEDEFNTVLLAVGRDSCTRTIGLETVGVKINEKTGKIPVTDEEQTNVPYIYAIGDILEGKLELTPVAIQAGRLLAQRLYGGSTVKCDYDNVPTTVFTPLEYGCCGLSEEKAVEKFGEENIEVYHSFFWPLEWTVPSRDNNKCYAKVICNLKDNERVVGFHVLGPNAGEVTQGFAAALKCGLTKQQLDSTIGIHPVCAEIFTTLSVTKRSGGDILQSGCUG
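Rat TrxR1 (90 nM in the dispensed reagent) was pre-reduced with 400 uM NADPH for 5 min at room temperature, then incubated with compound for 15 min. After 400 uM selenite was added, NADPH fluorescence (Ex 340/Em 450 nm) was followed for 8 min.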
Vif-APOBEC3F blk: blocks the Vif interaction with APOBEC3F; actives 0.2% (n = 390,000); AID 602313; HeLa A3F-eYFP + Vif (tagged APOBEC3F with the HIV-1 protein that degrades it), YFP fluorescence increase; Potency, µM (titrated, usually from 46.1 µM), for inactives: at the highest dose activity, negative = active; note: potency is the fitted concentration of half-maximal effect; % of control where 0% means no effect; nearly all actives have a fitted effect of over 65% in size
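HeLa cells stably expressing A3F-eYFP plus Vif, plated and incubated overnight at 37 deg C, then exposed to compounds overnight at 37 deg C. Blocked degradation read as raised yellow fluorescence (Ex 488/Em 500-530).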
Vif-APOBEC3G blk: inhibitors of Vif-APOBEC3G interaction | Q9HC16 | HeLa A3G-eYFP + Vif (tagged APOBEC3G with the HIV-1 protein that degrades it), YFP fluorescence, overnight | Potency, µM (highest dose often 46.1 µM), without a hit: at the highest dose activity, negative = active, actives largely listed as inhibitors | actives 0.076% (n = 410,000) | AID 602310;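 note: potency is the fitted concentration of half-maximal effect; % is set by controls: 0 for no effect and ±100 for the full control effect; nearly all actives have a fitted effect of over 60% in size; hits raise eYFP signal because A3G escapes Vif-driven loss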
Target sequence (Q9HC16 whole entry, looked up): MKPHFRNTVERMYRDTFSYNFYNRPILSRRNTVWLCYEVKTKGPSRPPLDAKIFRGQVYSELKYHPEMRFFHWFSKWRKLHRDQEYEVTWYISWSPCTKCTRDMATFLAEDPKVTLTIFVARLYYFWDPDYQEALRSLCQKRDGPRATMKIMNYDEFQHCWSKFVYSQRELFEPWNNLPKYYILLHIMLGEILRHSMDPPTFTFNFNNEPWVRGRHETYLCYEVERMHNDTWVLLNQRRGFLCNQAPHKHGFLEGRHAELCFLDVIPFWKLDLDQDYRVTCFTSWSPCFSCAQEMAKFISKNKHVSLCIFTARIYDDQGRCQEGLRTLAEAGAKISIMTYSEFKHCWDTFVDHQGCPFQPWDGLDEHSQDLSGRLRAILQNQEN
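HeLa cells stably expressing Vif and C-terminally eYFP-tagged A3G, seeded overnight at 37 deg C, then exposed to compound by pintool overnight at 37 deg C. Rise in yellow fluorescence (Ex 488/Em 500-530, Acumen) marks blocked Vif-driven A3G degradation.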
TrxR1 substrate: substrates of rat thioredoxin reductase 1; purified TrxR1 substrate turnover, NADPH consumption readout; Potency, µM (highest dose often 114 µM), inactives show at the top dose activity change, negative = substrate turnover; actives 0.01% (n = 390,000); note: potency is the fitted concentration of half-maximal effect; % is set by controls: 0 for no effect and ±100 for the full control effect; nearly all actives have a fitted effect of over 50% in size
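Rat TrxR1, dispensed at 90 nM, was prereduced with 400 uM NADPH (final) for 5 min at ~22 deg C, then incubated with compound 15 min before 400 uM selenite. A first-read NADPH fluorescence drop versus no-compound background flagged substrates.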
An asterisk follows results filed as active; ? = inconclusive; / = no result given; & = joins results of further samples; [ ] = another dose, or the depositor's remark. Unless noted, calls come from the whole dose curve; as a rule, active = well fitted curve in the direction sought with a large enough effect; inconclusive = small, poorly fitted or top-dose-only effect, or another doubt; inactive = no such curve, though single readings can be large; an effect the other way counts as inactive or inconclusive. The list is partial (hit frequency here may not be typical).

SMILES | USP1-UAF1 inh | mIDH1 inhibitor | RGS4 inhibitor | LDHA block | GRP78 ERSR act | TrxR1 inh | Vif-APOBEC3F blk | Vif-APOBEC3G blk | TrxR1 substrate
COc1ccccc1CNS(=O)(=O)c1cc(-c2cc(C)no2)ccc1C(C)C | -26% | 3% | -1%[11.4 µM] | -2 | -6% | 20% | -2% | 1% | 0%
COc1ccc(NC(=O)CN(c2ccccc2F)S(=O)(=O)c2ccc(C)cc2)c(OC)c1 | ? | 1% | -17% | 0 | -2% | 18% | -10% | -3% | -1%
Cc1nc(Nc2ccccc2)[nH]c(=O)c1CCC(C)C | -16% | 4% | -32% | 0 | 1% | -2% | -6% | -1% | -3%
Cc1cccc(OCCn2c(=O)sc3ccccc32)c1 | -8% | 3% | -7% | -4 | 7% | 9%[57.1 µM] | 0% | -7% | -8%
COc1ccc(CNC(=O)C(=O)NCC2OCCN2S(=O)(=O)c2cccs2)cc1 (stereo unspecified) | -12% | 13% | -20% | 0 | 0% | 4%[57.1 µM] | 8% | -4% | 0%[57.1 µM]
O=C(CSc1nc2ccccc2c(=O)n1Cc1ccc(F)cc1)NCC1CCCO1 (stereo unspecified) | -15% | 5% | -24% | 1 | -4% | 9% | -23% | 4% | 5%
Cc1ccsc1/C=N/NC(=O)CNC(=O)c1ccc(S(=O)(=O)N(C)C)cc1 | 9% | -2% | 30% | -1 | -1% | -13% | -7% | 0% | -12%
Cc1ccc(-n2c(C)cc(/C=C3\SC(=O)NC3=O)c2C)cc1 | -20% | 4% | -39% | -1 | 5% | -8% | 1% | 0% | -1%
C=CCn1c(N)c(-c2nc3ccccc3n2C)sc1=S | -21% | 10% | ? | -5 | 0% | 20% | -23% | -8% | -1%
CCOC(=O)c1c(C)n(C)c2cc(-c3ccc(C)cc3)c(O)cc12 | -5% | -3% | 13% | 6 | -1% | 0%[57.1 µM] | 0% | 1% | -5%[57.1 µM]
O=C(NCc1ccco1)c1cccc2c1C(=O)c1ccc(N3CCC(Cc4ccccc4)CC3)cc1S2(=O)=O | 28µM* | 8% | -37% | -13 | -3% | -10%[57.1 µM] | 10µM* | ? | 1%[57.1 µM]
O=[N+]([O-])c1ccc(N/N=C/c2ccc(OCc3cccc4ccccc34)cc2)nc1 | 17% | -2% | -30% | -2 | 0% | -7%[57.1 µM] | ? | 3% | -9%[57.1 µM]
Cc1c(C(=O)OCC(=O)NCc2ccccc2)oc2ccccc12 | -4% | -1% | -3% | -9 | -3% | ? | 5% | -1% | 7%
CC(C)CCNC(=O)CSc1nc2ccsc2c(=O)n1Cc1ccccc1Cl | -10% | -12% | 5% | -6 | -2% | 18%[57.1 µM] | 0% | 7% | 3%[57.1 µM]
CCN1C(=O)[C@H]2[C@@H](c3ccc(OC)cc3)N[C@]3(CCCN(Cc4ccc(Cl)cc4)C3=O)[C@H]2C1=O | -25% | 4% | / | -1 | -2% | / | 3% | -6% | /
O=C(OCC(=O)N1N=C(c2ccc(Cl)cc2)CC1c1ccco1)c1ccccc1O (stereo unspecified) | -17% | 0% | -42% | -1 | -3% | 14% | / | -1% | 37%[activator]
C=CCNC(=O)c1c(CSc2ccc(Cl)cc2)noc1C(=O)NCCC | ? | 3% | 0% | 1 | -2% | 2%[57.1 µM] | 6% | 3% | 0%[57.1 µM]
CC(=O)Nc1ccc(S(=O)(=O)Nc2nc(C)nc3sc(C)c(C)c23)cc1 | -4% | -7% | 19% | -5 | -2% | 21% | -11% | -9% | 4%
O=C(CNc1cccc(S(=O)(=O)N2CCCC2)c1)Nc1ccc(F)c(F)c1 | 1% | 0% | 12% | 1 | -2% | 11% | -15% | -3% | -12%
CCN1C(=O)C(CC(=O)Nc2ccc(Br)cc2)N(CCCc2ccccc2)C1=S (stereo unspecified) | -26% | 1% | -25% | 1 | -13% | -13% | 6% | -5% | -7%
CCOc1ccc(N2CC(c3nc4ccccc4n3CCCOc3ccc(OC)cc3)CC2=O)cc1 (stereo unspecified) | -21% | 0% | 4% | -3 | -1% | 20% | 2% | -1% | -4%
COc1ccccc1C(=O)Nc1ccc(NC(=O)c2ccco2)cn1 | ? | -2% | -14% | -6 | 3% | -8% | -25% | -1% | 13%
CC/C(=N\O)C(C)(C)/[N+]([O-])=C/c1ccc(Br)cc1 | -2% | -4% | 36% | -4 | -4% | 8% | -3% | 0% | 8%
Cc1cc(C)n2nc(SCc3ncc(-c4ccccc4)o3)nc2n1 | -2% | -7% | -3% | -6 | -3% | ? | -13% | 0% | 0%
COc1ccc(N(C(=O)Cn2nnc(-c3ccc(F)cc3)n2)C(C)C(=O)NC2CCCC2)cc1 (stereo unspecified) | -20% | 0% | 4% | -1 | -2% | 31% | 1% | -1% | 2%

Next section.
SMILES | USP1-UAF1 inh | mIDH1 inhibitor | RGS4 inhibitor | LDHA block | GRP78 ERSR act | TrxR1 inh | Vif-APOBEC3F blk | Vif-APOBEC3G blk | TrxR1 substrate
Cc1ccc2nc(NC(=O)CSc3nccn3-c3ccc(Cl)cc3)sc2c1 | -21% | 29% | 7% | -7 | -2% | 23%[57.1 µM] | -4% | -6% | 4%[57.1 µM]
CCCS(=O)(=O)C/C(N)=N/OC(=O)c1ccccc1Cl | -10% | 2% | 12% | -4 | 5% | -17% | -1% | -7% | -2%
NC(=O)CCCn1c(C(=O)c2cc(Cl)c(N)c(Cl)c2)c2ccc([N+](=O)[O-])cc2[n+]1[O-] | -16% | -10% | -16% | 2 | -6% | -12% | 3% | -26% | -15%
O=C(COC(=O)c1cnccn1)NCCc1ccccc1 | -4% | 7% | 8% | -15 | 2% | -8% | -3% | -3% | -7%
Cc1ccccc1NS(=O)(=O)c1ccc(NC(=O)CSCc2ccc(Br)cc2)cc1 | -11% | -2% | -5% | -5 | -4% | 18% | -4% | 4% | 3%
CC(=O)Nc1ccc2nc(-c3ccc(Br)o3)[nH]c2c1 | -14% | 7% | ? | 13 | -4% | 11µM* | -28% | -1% | -2%
CN(CCCN1CCOCC1)C(=O)c1cc(COc2cccc(C(F)(F)F)c2)on1 | -17% | 6% | -16% | 1 | -1% | -11% | 0% | 7% | 1%
CSc1ncccc1C(=O)Nc1cccc(S(=O)(=O)N2CCCCC2)c1 | -21% | -6% | -10% | -1 | -5% | 13% | 3% | -1% | -1%
Cc1[nH]c2c(Cl)cccc2c(=O)c1CN1CCCC1 | -8% | -4% | -9% | -3 | -4% | -21% | -3% | 1% | -16%
COc1ccc(C(=O)Cc2cc(OC)c(OC)cc2[N+](=O)[O-])cc1 | 8% | -9% | 6% | 1 | 0% | 3% | -1% | -1% | -1%[57.1 µM]
Cc1ccc(CNC(=O)Cc2c(C)c3c(cc(C)c4c(C)coc43)oc2=O)cc1 | 3% | -3% | -38% | -5 | -1% | 11% | 1% | 12% | -5%
COc1ccccc1CCNC(=O)C(=O)NCC(c1cccs1)S(=O)(=O)c1ccc(F)cc1 (stereo unspecified) | -20% | 0% | -7% | -4 | -4% | 6%[57.1 µM] | 1% | 1% | 2%[57.1 µM]
O=S(=O)(O)CCS | -4% | -2% | -2% | -12 | 0%&-2%&-5% | 17% | 11% | 0% | 0%
CCOc1ccc(NC(=O)CSCC(=O)O)cc1 | -14% | -4% | -15% | 0 | -4% | 1% | -8% | 0% | -7%
Fc1ccccc1N1CCN(c2ncnc3c2nc2n3CCCCC2)CC1 | -22% | -4% | 1% | -5 | -2% | 17% | 1% | 3% | 2%
CN(CC(=O)OCC(N)=O)S(=O)(=O)c1ccc(Cl)cc1 | -8% | 12% | 28% | -5 | 6% | 24%[57.1 µM] | -7% | 2% | 6%[57.1 µM]
O=C(NCCCNC(=O)c1ccccn1)c1ccc(Br)cc1 | -7% | 0% | 2% | -3 | -2% | -10% | 4% | 0% | -6%
CC(=O)N1CCN(c2ccc(NCc3ccc(C(C)C)cc3)cc2)CC1 | -7% | 12% | ? | 14 | -4% | -13%[57.1 µM] | 1% | -1% | 22%[57.1 µM]
O=C(Nc1ccc(Cl)c(Cl)c1)Nc1cc(C(=O)N2CCOCC2)ccc1N1CCCCC1 | -7% | 2% | 12% | -4 | -5% | 15% | -1% | -2% | 5%
NC(=S)N1CCCc2ccccc21 | -26% | 5% | 13% | -1 | -2% | 7% | -11% | -2% | 7%
Cc1c(C(=O)N2CCC(Cc3ccccc3)CC2)sc2ncnc(N3CCC(C)CC3)c12 | -19% | -3% | 0% | -5 | -3% | 17% | 4% | -1% | 6%
COC(=O)c1ccn(-c2nc(-c3ccco3)cc(C(F)(F)F)n2)n1 | -10% | 5% | -9% | -3 | -3% | 22%[57.1 µM] | -9% | -9% | 11%[57.1 µM]
Cc1cc(Cl)ccc1OCC(=O)N(Cc1ccco1)c1c(N)n(Cc2ccccc2)c(=O)[nH]c1=O | -3% | -17% | -25% | -1 | -3% | 50µM* | ? | -5% | -3%
CN(CCO)C(=O)C1CCN(c2ncc(C(F)(F)F)cc2Cl)CC1 | -1% | 3% | -2% | -9 | 5% | 11%[11.4 µM] | 7% | -1% | 6%[57.1 µM]
